Mac1 fbg inh – blocks human CD11b/CD18 adhesion to fibrinogen | P05107+P11215 | K562 CD11b/CD18 adhesion to fibrinogen, ATPlite luminescence; Mn2+ added to activate the integrin | inhibition, % at 10 µM | 0.54% of 93,000 active | AID 1497;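 active = primary inhibition of 50% or more at 10 µM, then 40% or more on retest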; also: some results filed as inactive read as strong as hits
CD11b adhes enh – CD11b/CD18-fibrinogen binding enhancement; activation, % at 10 µM; AID 1499; P05107+P11215; K562 CD11b/CD18 adhesion to fibrinogen, ATPlite luminescence; 0.07% of 93,000 active;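 active = 10 µM primary screen giving 50% or more activity, confirmed by 40% or more on retest at that dose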; also: strong numbers were not always called active; reference of the scale not given here
PLK1 inh – inhibitors of human PLK1 kinase; AID 619; 0.53% of 97,000 active; inhibition, % at 10 µM; P53350; recombinant PLK1 kinase, TR-FRET peptide phosphorylation;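 active = inhibition of 50% or more in the single-concentration screen; inactive = inhibition below 50%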;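 also: 0% = DMSO max control and 100% = H-89 dihydrochloride min control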
Target sequence (P53350 whole entry, looked up): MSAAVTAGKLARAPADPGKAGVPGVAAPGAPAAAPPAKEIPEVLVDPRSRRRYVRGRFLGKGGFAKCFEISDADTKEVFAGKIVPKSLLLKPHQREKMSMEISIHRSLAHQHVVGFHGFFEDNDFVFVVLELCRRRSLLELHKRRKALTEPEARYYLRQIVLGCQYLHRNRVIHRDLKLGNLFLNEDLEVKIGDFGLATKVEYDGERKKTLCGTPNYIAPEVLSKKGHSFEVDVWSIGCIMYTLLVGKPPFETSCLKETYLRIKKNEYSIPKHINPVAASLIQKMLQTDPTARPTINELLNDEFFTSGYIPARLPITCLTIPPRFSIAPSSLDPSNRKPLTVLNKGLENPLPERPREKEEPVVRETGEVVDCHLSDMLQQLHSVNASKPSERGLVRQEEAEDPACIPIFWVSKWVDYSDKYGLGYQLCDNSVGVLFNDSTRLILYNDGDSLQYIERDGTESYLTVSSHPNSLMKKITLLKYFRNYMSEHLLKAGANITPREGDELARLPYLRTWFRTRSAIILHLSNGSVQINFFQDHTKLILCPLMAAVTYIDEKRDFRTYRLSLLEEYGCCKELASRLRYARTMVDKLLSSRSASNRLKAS
FAK blocker – inhibitors of human focal adhesion kinase; 0.84% of 97,000 active; Q05397; biochemical FAK kinase activity assay; inhibition, %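 (tested at 7 µM)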; in the data active = inhibition above about 19%;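 also: 0% = DMSO and 100% = reference compound high control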
Rev-RRE block – disrupts HIV-1 Rev binding to RRE RNA. P05866. Rev peptide-RRE RNA binding, FRET. inhibition, % at 8 µM. 0.79% of 97,000 active. AID 704;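 active = inhibition above the screen-wide mean plus 3 SD, cut at about 35% in these data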;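 also: 0% = median DMSO wells and 100% = median Neomycin B control wells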
Target sequence (P05866 whole entry, looked up): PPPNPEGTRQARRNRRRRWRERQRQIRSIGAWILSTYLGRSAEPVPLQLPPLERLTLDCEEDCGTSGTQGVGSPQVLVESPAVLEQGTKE
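Probe or stimulus: fluorescein-Rev peptide as binding partner; assay system: Cy5-tagged RRE RNA duplex with fluorescein-tagged Rev peptide; timing: 5 min compound–RNA preincubation, then 15 min with peptide, 25 °C; medium: HEPES pH 7.5 buffer with KCl, MgCl2, NaCl and EDTA; signal: fluorescein-to-Cy5 FRET, 480 nm excitation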
ERb coact inh – ER-beta (human) coactivator binding inhibition | 1.3% of 86,000 active | TR-FRET ER-beta LBD / SRC1-Cy5 peptide binding; receptor agonist-loaded with 1 µM estradiol | inhibition, % at 25.6 µM;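 active = compounds whose percent inhibition of the receptor-coactivator binding signal exceeds about 50% in the single-dose screen, limit read from the data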;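 also: 0% = receptor plus peptide wells without compound and 100% = peptide-only wells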
ERa coact inh – ER-alpha (human) coactivator binding inhibition; P03372; TR-FRET ER-alpha LBD / SRC-1 peptide, estradiol-bound; inhibition, % at 25.6 µM; 1.7% of 86,000 active; in the data active = inhibition above about 50%;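 also: 0% = receptor plus peptide control and 100% = peptide only without receptor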
ERa SRC1 pot – ER-alpha (human) coactivator binding potentiation; TR-FRET ERalpha-LBD/SRC-Cy5 coactivator binding, 2 h; 100 = basal binding, no effect; 1.3% of 86,000 active; P03372; coactivator binding (% of control), % at 25.6 µM; in the data active = activity above about 200%;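 also: binding measured in presence of low estradiol as agonist stimulus; 0% = peptide alone without receptor and 100% = receptor with peptide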
PLK1 PBD inh – blocks phosphopeptide binding to human Plk1 polo box domain; 0.13% of 97,000 active; inhibition, %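 (tested at about 20 µM)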; Plk1 PBD phosphopeptide binding, fluorescence polarization; P53350; in the data active = inhibition above about 34%, passing the limit was not always enough
Active calls of the source: *; . = not tested or not shown; [ ] = remark or other dose.

SMILES	Mac1 fbg inh	CD11b adhes enh	PLK1 inh	FAK blocker	Rev-RRE block	ERb coact inh	ERa coact inh	ERa SRC1 pot	PLK1 PBD inh
Cn1c(SCC(=O)NC(C)(C)C)nnc1-c1ccc(C(C)(C)C)cc1	-2	-1	.	.	.	-1	-2	109	.
Cc1nc2sc(C(c3cccc(F)c3)N3CCCC(C)C3)c(O)n2n1 (stereo not drawn)	-23	-2	-10	1	6	-10	-6[fluorescence artefact?]	124	6
COc1cc(NC(=O)c2ccccc2Cl)c(OC)cc1NC(=O)CN1CCOCC1	-1	1	-5	2	11	13	8	98	-21
O=C(CSc1nc2ccccc2c(=O)[nH]1)N1CCOCC1	-22	-2	.	.	.	-3	-11	117	.
CCc1nnc(NC(=O)CSc2nnc3scc(-c4ccc(C)cc4)n23)s1	.	.	-5	3	9	3	1	106	-16
O=[N+]([O-])c1ccc(N2CCCC2)cc1N1CCCC1	.	.	-6	-5	0	.	.	.	-40
CS(=O)(=O)NCCSCc1c(F)cccc1Cl	0	-1	-10	-1	5	-5	5	106	-6
Cc1[nH]nc2c1C(c1ccccc1F)NC2=O (stereo not drawn)	-12	0	1	-6	3	-4	-4	115	5
CCOc1ccc2[nH]c(=O)c(CN(CCO)C(=O)CC)cc2c1	-27	0	-2	-1	4	-3	2	90[fluorescence artefact?]	-1
CCC(C(=O)OC)n1cnc2c(cnn2-c2ccc(Cl)cc2)c1=O (stereo not drawn)	11	1	-4	2	4	3[fluorescence artefact?]	-9	109	-13
CCn1c(SCC(=O)NC(C)(C)C)nc(O)cc1=O	40	4	-3	-1	3	8	4	106	19
CCN(C(=O)c1cc(Cl)ccc1OC)c1ccccc1C	.	.	-10	0	-2	6	2	91	-33
Cc1ccc(NC(=O)CSc2nnc(Cn3cnc4ccccc43)o2)c(C)c1	.	.	-7	-2	4	-3	-1	105	18
CSCCC(NC(=O)C1CCC(C)CC1)C(=O)NCc1ccco1 (stereo not drawn)	-4	-2	8	-12	1	7[fluorescence artefact?]	-1	82	6
CCCn1nnc(NC(=O)c2cccc(OCC)c2)n1	-54	-1	-12	0	-2	-33	-21	111	0
CC(NC(=O)c1cccc(N2CCCC2=O)c1)c1ccc2c(c1)OCCO2 (stereo not drawn)	.	.	-20	0	6	-18	-6	113	-13
COc1cccc(NC(=O)CCCn2c(=S)[nH]c3ccccc3c2=O)c1	-12	1	-11	0	9	-2	4	109	0
COc1ccc(C(=O)NCCNC(=O)c2cc(OCC(F)(F)F)ccc2OCC(F)(F)F)cc1	1	-4	1	-3	11	32[fluorescence artefact?]	2	79	-4
Cc1cc(C(=O)NCCN2CCCCC2C)n(-c2ccccc2)n1 (stereo not drawn)	-5	-3	-4	-1	9	-9	-10	102	17
Cc1nc2ncnn2c(C)c1CCC(=O)Nc1csc(N)n1	.	.	-12	-5	2	.	.	.	15
CC(C)C(=O)Nc1ccc(-c2nc3cccnc3o2)cc1	.	.	-8	8	9	4[fluorescence artefact?]	2	83	15
Cc1oc(-c2ccc(Cl)cc2)nc1CN1CCCC(C(=O)NCc2cccnc2)C1 (stereo not drawn)	84*	-10	-2	2	10	53*	-7	109	-4
CCOC(=O)c1[nH]c(C)c(/C(O)=C2\C(=O)C(=O)N(CCN3CCOCC3)C2c2cccs2)c1C (stereo not drawn)	.	.	-3	4	1	-16	0	113	-18
NC(=O)N1OCC2COc3ccc4ccccc4c3C21 (stereo not drawn)	-11	-1	-5	-2	-1	0[fluorescence artefact?]	4[fluorescence artefact?]	103	26
Cc1ccc2nc(/C(C#N)=C\c3ccc(N4CCCCC4)c([N+](=O)[O-])c3)[nH]c2c1	1	68	-10	24*	11	36	82*	74[fluorescence artefact?]	36
COc1cc(OC)c(NC(=O)c2ccoc2C)cc1Cl	0	-2	-16	11	3	-7	0	119	-14
COc1ccc(C2C(C#N)=C(N)Oc3cc(C)n(CCN4CCOCC4)c(=O)c32)cc1OC (stereo not drawn)	-15	0	.	.	.	2[fluorescence artefact?]	-6	96[fluorescence artefact?]	.
Clc1ccc(NNc2ccnc3cc(Cl)ccc23)cc1	-11	-3	-3	0	11	.	.	.	2
Cc1ccccc1OCC1CN(CN2CCOCC2)C(=O)O1 (stereo not drawn)	4	-3	-18	4	6	-1	-10	108	-8
O=C(COc1ccc(S(=O)(=O)NC2CCCCC2)cc1Cl)NCC1CCCO1 (stereo not drawn)	.	.	2	-1	14	-5	0	106	4
Cc1cccc(C2N(c3ccc(F)cc3)C(=O)C3CCCN32)c1 (stereo not drawn)	.	.	-22	2	16	-13	-6	135	-11
COc1ccc(NC(=O)CSc2nccc(C)n2)cc1	-11	-2	-12	1	9	-31[fluorescence artefact?]	-36	108	0
COC(=O)c1ccccc1S(=O)(=O)N(Cc1cc2cc3c(cc2[nH]c1=O)OCO3)C1CCCCC1	-6	1	-14	-5	2	19	20	125[fluorescence artefact?]	-13
Cc1ccccc1S(=O)(=O)Cc1ccc(C(=O)N2CCN(c3ccc(F)cc3)CC2)o1	6	-2	-5	-7	2	-1	-8	93	0
CC1CCC(C(C)C)C(OC(=O)C[n+]2cccc(C(N)=O)c2)C1 (stereo not drawn)	-7	16	-1	-9	9	.	.	.	-36
C=CCNCc1cccn1-c1sc2c(c1C#N)CCCC2	2	-5	-7	-2	7	19[fluorescence artefact?]	1	98	22
Cc1nnc(NC(=O)CSc2nc(C(C)C)nc3sc(C)c(C)c23)s1	7	10	-10	5	3	.	.	.	13
CC(C)C(=O)Nc1cccc(NC(=S)NC(=O)c2ccc(Cl)cc2)c1	24	-3	2	4	4	.	.	.	15
COc1ccccc1N1CCN(CC(O)COc2ccc3c(C)cc(=O)oc3c2)CC1 (stereo not drawn)	.	.	-4	-1	7	.	.	.	-7
O=C(COc1ccccc1Cl)NCc1ccncc1	17	-3	.	.	.	4[fluorescence artefact?]	-3	102	.
Cc1cccc(OCc2nnc(SCn3nnc4ccccc4c3=O)o2)c1	-4	-2	.	.	.	-1	-4	85	.
COc1cccc(C2c3c(oc4ccccc4c3=O)C(=O)N2CCCN(C)C)c1OC (stereo not drawn)	-1	1	-14	7	1	-5	-14	117	8
O=C(Nc1ccc(N2CCN(C(=O)c3ccccc3)CC2)cc1)c1cc2ccccc2o1	-7	1	-13	2	1	-2	6	118[fluorescence artefact?]	-4
CCN(CC)c1cc2nc(C)n(Cc3ccccc3)c(=O)c2cc1NC(=O)C1CC1	.	.	-4	-1	14	-10	-13	102[fluorescence artefact?]	4
COc1ccc2c(c1)-c1c(sn(-c3ccc(OC)c(OC)c3)c1=S)C(C)(C)N2	.	.	-4	-5	1	.	.	.	32
C=CCNc1nc(-c2cccc(OC)c2O)nc2ccccc12	-11	-4	-3	6	-2	29[fluorescence artefact?]	58*	85	17
COC(=O)c1ccc2ccn(CC(=O)NC(C)C)c2c1	-32	4	-8	-1	10	-8	-5	90	9
CC(=O)Nc1ccc(N(C)C)cc1[N+](=O)[O-]	-6	3	-9	4	2	.	.	.	-20
O=C(CCS(=O)(=O)c1cccc2nonc12)N1CCN(c2ccc(F)cc2)CC1	-4	-2	.	.	.	-24	-19	148[fluorescence artefact?]	.
COC(=O)c1cc(Br)c(=O)n(CCN2CCCC2)c1	.	.	-9	-6	3	-3	-9	96	7
CC(C)(C)C(=O)CSc1nnc(-c2cccs2)n1CC1CCCO1 (stereo not drawn)	-6	-4	-1	-1	-2	0	6[fluorescence artefact?]	92	-3
COC(=O)c1[nH]c2ccc(C)cc2c1NC(=O)CCN1CCN(Cc2ccc3c(c2)OCO3)CC1	-7	-2	-7	-2	2	0	-7	100	-7
CCCCS(=O)CC(COc1ccc(Cl)cc1)OC(=O)c1ccccc1 (stereo not drawn)	35	-3	-15	0	5	-3	0	68	-15
COC(=O)c1ccc(-c2cc(C(=O)O)c3cc4c(cc3n2)OCCO4)cc1	11	0	5	-1	4	-4	2	98	-29
COc1ccc(NC(=O)CN2CCN(Cc3ccc4c(c3)OCO4)CC2)cc1OC	-1	-4	-2	-2	10	.	.	.	-20
COC1(OC)N=C(NC(=O)Nc2ccccc2)C2(C#N)C(c3ccccc3)C12C#N (stereo not drawn)	-11	4	-8	-5	5	-10	0	98	-16
CC(C)[C@H](NC(=O)Nc1cccc(C(F)(F)F)c1)C(=O)O	-14	-2	-1	-2	1	6[fluorescence artefact?]	3	96	2
CC1(C)OC(=O)N(c2cccnc2)C1(C)O (stereo not drawn)	.	.	-4	-2	3	0[fluorescence artefact?]	0	106	-22

A different layout for part of the listing above.
compound,Mac1 fbg inh,CD11b adhes enh,PLK1 inh,FAK blocker,Rev-RRE block,ERb coact inh,ERa coact inh,ERa SRC1 pot,PLK1 PBD inh
COc1ccc2c(c1)-c1c(sn(-c3ccc(OC)c(OC)c3)c1=S)C(C)(C)N2,.,.,-4,-5,1,.,.,.,32
C=CCNc1nc(-c2cccc(OC)c2O)nc2ccccc12,-11,-4,-3,6,-2,29[fluorescence artefact?],58*,85,17
COC(=O)c1ccc2ccn(CC(=O)NC(C)C)c2c1,-32,4,-8,-1,10,-8,-5,90,9
CC(=O)Nc1ccc(N(C)C)cc1[N+](=O)[O-],-6,3,-9,4,2,.,.,.,-20
O=C(CCS(=O)(=O)c1cccc2nonc12)N1CCN(c2ccc(F)cc2)CC1,-4,-2,.,.,.,-24,-19,148[fluorescence artefact?],.
COC(=O)c1cc(Br)c(=O)n(CCN2CCCC2)c1,.,.,-9,-6,3,-3,-9,96,7
CC(C)(C)C(=O)CSc1nnc(-c2cccs2)n1CC1CCCO1 (stereo not drawn),-6,-4,-1,-1,-2,0,6[fluorescence artefact?],92,-3
COC(=O)c1[nH]c2ccc(C)cc2c1NC(=O)CCN1CCN(Cc2ccc3c(c2)OCO3)CC1,-7,-2,-7,-2,2,0,-7,100,-7
CCCCS(=O)CC(COc1ccc(Cl)cc1)OC(=O)c1ccccc1 (stereo not drawn),35,-3,-15,0,5,-3,0,68,-15
COC(=O)c1ccc(-c2cc(C(=O)O)c3cc4c(cc3n2)OCCO4)cc1,11,0,5,-1,4,-4,2,98,-29
COc1ccc(NC(=O)CN2CCN(Cc3ccc4c(c3)OCO4)CC2)cc1OC,-1,-4,-2,-2,10,.,.,.,-20
COC1(OC)N=C(NC(=O)Nc2ccccc2)C2(C#N)C(c3ccccc3)C12C#N (stereo not drawn),-11,4,-8,-5,5,-10,0,98,-16
CC(C)[C@H](NC(=O)Nc1cccc(C(F)(F)F)c1)C(=O)O,-14,-2,-1,-2,1,6[fluorescence artefact?],3,96,2
CC1(C)OC(=O)N(c2cccnc2)C1(C)O (stereo not drawn),.,.,-4,-2,3,0[fluorescence artefact?],0,106,-22
